# From PubChem
# Luciferase inh: qHTS Assay for Inhibitors of Firefly Luciferase; Luciferin 4-monooxygenase (Photinus pyralis), P08659; purified firefly luciferase, luminescence, 8 min; Potency, µM (doses to about 57.1 µM), for inactives: top-dose activity change, negative = inhibition, actives largely listed as inhibitors; 72,000 compounds, 2.2% hits; active = well fitted inhibition curve with a large enough effect; inconclusive = small, poorly fitted or top-dose-only effect; note: potency is the fitted concentration of half-maximal effect; % is set by controls: 0 for no effect and ±100 for the full control effect; nearly all actives have a fitted effect of over 40% in size
# Target sequence (P08659 whole entry, looked up): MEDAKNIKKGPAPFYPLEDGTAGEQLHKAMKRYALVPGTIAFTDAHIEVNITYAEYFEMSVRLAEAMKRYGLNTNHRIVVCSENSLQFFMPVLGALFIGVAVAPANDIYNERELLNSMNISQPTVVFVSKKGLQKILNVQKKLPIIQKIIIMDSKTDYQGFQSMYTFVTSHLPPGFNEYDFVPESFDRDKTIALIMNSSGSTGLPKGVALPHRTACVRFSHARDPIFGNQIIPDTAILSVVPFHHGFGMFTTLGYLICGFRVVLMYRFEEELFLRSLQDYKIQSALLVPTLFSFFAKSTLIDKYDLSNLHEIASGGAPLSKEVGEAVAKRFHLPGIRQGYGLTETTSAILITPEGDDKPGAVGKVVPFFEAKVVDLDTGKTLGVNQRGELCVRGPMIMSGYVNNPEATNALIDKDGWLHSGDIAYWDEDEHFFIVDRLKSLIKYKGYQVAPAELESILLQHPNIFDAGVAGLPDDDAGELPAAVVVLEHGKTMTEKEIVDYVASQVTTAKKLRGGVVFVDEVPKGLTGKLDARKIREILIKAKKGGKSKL
#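 Luminescence read-out after 8 min at room temperature; enzyme reaction used luciferin plus 10 uM ATP (linear range) in imidazole buffer pH 7.2 with KCl, MgCl2, Tween 20 and BSA. Each sample was run as a titration.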
# TexasRed autofl: qHTS Assay for Spectroscopic Profiling in Texas Red Spectral Region; Compound fluorescence, Texas Red channel, 547/618 nm; stronger effect = higher value; max dye-equivalent concentration, M; 59,000 compounds, 0.06% hits; AID 587, 2007; in the data active = max dye-equivalent concentration above about 10 nM; inconclusive = between about 1.1 nM and that limit
#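 Texas Red-region profiling: compounds in 100 mM Tris pH 8.0 were read at 547/618 nm after 15 min at room temperature. Intensities were normalized against a six-point Texas Red standard series to give dye-equivalent concentration.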
# Rhodamine autofl: qHTS Assay for Spectroscopic Profiling in Rhodamine Spectral Region | max dye-equivalent concentration, M | AID 594, 2007 | Rhodamine-region fluorescence, 547/598 nm, Tris buffer; stronger effect = higher value | 59,000 compounds, 0.05% hits; in the data active = max dye-equivalent concentration above about 11 nM; inconclusive = between about 1.1 nM and that limit
#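 A six-point rhodamine series on each plate calibrates the signal. Compounds sit in 100 mM Tris (pH 8.0) for 15 min at ambient temperature before imaging through 547 nm/598 nm filters.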
# * marks the source's active call; other numbers are inactive results; i = inactive; ? = inconclusive; [ ] = remark or other dose. The list is partial, so the mix of outcomes need not match the whole.
# Every second line gives: Rhodamine autofl | Luciferase inh | TexasRed autofl
- CC(Sc1nc(N2CCCCC2)c2c(c1C#N)CCCC2)C(=O)O (centres undefined)
    i | -1.0%[25.5 µM] | i
- S=c1[nH]nc(-c2ccccc2)n1Cc1ccccc1
    i | -3.8%[25.5 µM] | ?
- CCC(=O)Nc1c(C#N)c2nc3ccccc3nc2n1C1CCCCC1
    i | 2.4%[25.5 µM] | i
- Cc1ccc(NC(=O)c2cc(N3CCOCC3)nc3ccccc23)cc1
    i | -6.2%[25.5 µM] | i
- O=C(NCCc1ccccc1)/C(=N\O)c1ccccc1
    i | -4.1%[25.5 µM] | i
- Cc1ccc(-c2ccc(/C=N/c3ncn[nH]3)o2)cc1Cl
    i | -1.3%[25.5 µM] | i
- N=c1c2c(-c3ccccc3)c(-c3ccccc3)n(Cc3ccccc3)c2ncn1CCCn1ccnc1
    i | 4.0%[25.5 µM] | i
- CN(C)CC(O)COc1ccc(-c2ccc(C#N)cc2)cc1 (centres undefined)
    i | 0.5%[25.5 µM] | i
- N#CCSc1nc2sc3c(c2c(=O)n1C1CCCCC1)CCCC3
    i | 0.1%[25.5 µM] | i
- CCOC(=O)N1CCN(c2ncnc3c2[nH]c2ccc(OC)cc23)CC1
    i | -1.9%[25.5 µM] | i
- CCOC(=O)C1CCN(c2ncnc3c2cnn3-c2ccc(OC)cc2)CC1
    i | -4.1%[25.5 µM] | i
- CCOC(=O)C(NC=O)(NC(C)(C)C)C(=O)OCC
    i | 2.1%[25.5 µM] | i
- Fc1ccccc1-c1nc(NCCCN2CCOCC2)c2ccccc2n1
    i | -1.0%[25.5 µM] | i
- CC1CN(C2CCN(S(=O)(=O)c3ccccc3)CC2)CC(C)O1 (centres undefined)
    i | -1.3%[25.5 µM] | i
- CC(=O)OCC(=O)[C@@]1(OC(C)=O)[C@@H](C)C[C@H]2[C@@H]3C[C@H](F)C4=CC(=O)C=C[C@]4(C)[C@@]3(F)[C@@H](O)C[C@@]21C
    i | 0.2%[25.5 µM] | i
- CC(C)C(C(=O)Nc1ncn[nH]1)N1C(=O)c2ccccc2C1=O (centres undefined)
    i | 0.8%[25.5 µM] | i
- CC1(C)Cc2c(C#N)c(NCc3ccco3)nc(-c3ccco3)c2CO1
    i | -6.0%[25.5 µM] | i
- CCC(=O)Oc1ccc(/C(CC)=C(\CC)c2ccc(OC(=O)CC)cc2)cc1
    i | 2.0%[25.5 µM] | i
- COc1ccccc1C1C(C#N)=C(N)Oc2cc(C)n(Cc3ccccn3)c(=O)c21 (centres undefined)
    i | 0.7%[25.5 µM] | i
- CC(=O)N1CCC2(CC1)C(C#N)=C(N)Oc1n[nH]c(C(F)(F)F)c12
    i | 3.8%[25.5 µM] | i
- CCN(CC)CCN1C(=O)C(=O)/C(=C(/O)c2c(C)[nH]c(C(=O)OC)c2C)C1c1ccccc1 (centres undefined)
    i | 0.1%[25.5 µM] | i
- Cc1cc(C)c2c(N)c(C(=O)c3ccccc3)oc2n1
    i | -0.4%[25.5 µM] | i
- CC1(C)CC(=O)C2=C(C1)N(CC1CCCO1)C(=O)C2(O)C(F)(F)F (centres undefined)
    i | 3.2%[25.5 µM] | i
- CC(C)CC(C(=O)O)C(C)CC(=O)Nc1ccn(-c2ccccc2)n1 (centres undefined)
    i | 0.0%[25.5 µM] | i
- Cc1cccc(OCCN2CSC(=S)N(C)C2)c1
    i | 0.0%[25.5 µM] | i
- CC(C)c1cc(NCCN2CCOCC2)n2c(nc3ccccc32)c1C#N
    i | 0.8%[25.5 µM] | i
- COc1ccc(/C(O)=C2/C(=O)C(=O)N(CCCN(C)C)C2c2ccccc2)cc1Cl (centres undefined)
    i | -2.5%[25.5 µM] | i
- CC(NC(=O)OCc1ccccc1)C(=O)OCN1C(=O)c2ccccc2C1=O (centres undefined)
    i | 1.8%[25.5 µM] | ?
- O=C1OC(Nc2ccc(Br)cn2)c2ccccc21 (centres undefined)
    i | 0.4%[25.5 µM] | i
- O=C(c1ccccc1F)N1CCC(N2CCCCCC2)CC1
    i | 3.2%[25.5 µM] | i

# In another format: entries from further up
molecule	Rhodamine autofl	Luciferase inh	TexasRed autofl
CCOC(=O)C1CCN(c2ncnc3c2cnn3-c2ccc(OC)cc2)CC1	i	-4.1%[25.5 µM]	i
CCOC(=O)C(NC=O)(NC(C)(C)C)C(=O)OCC	i	2.1%[25.5 µM]	i
Fc1ccccc1-c1nc(NCCCN2CCOCC2)c2ccccc2n1	i	-1.0%[25.5 µM]	i

# Continued.
# Every second line gives: Rhodamine autofl | Luciferase inh | TexasRed autofl
- Cn1c(N2CCN(c3ccccn3)CC2)nc2c1c(=O)n(Cc1ccc(Cl)cc1)c(=O)n2C
    i | -1.5%[25.5 µM] | i
- CCN(CC)c1nc(N2CCOCC2)c(C#N)c2c1CN(C)CC2
    i | 0.6%[25.5 µM] | i
- COc1cccc(-c2nnc3sc(-c4ccccc4)nn23)c1
    i | -3.4%[25.5 µM] | i
- Cc1ccc(C(=O)NCCCNCCCNC(=O)c2ccc(C)nc2)cn1
    i | -0.2%[25.5 µM] | i
- COc1ccccc1NC(=O)Nc1nnc(C(C)C)s1
    i | -7.6%[25.5 µM] | i
- COC(=O)C1=C(C)N=C2SC(C)C(=O)N2C1c1cccs1 (centres undefined)
    i | 1.5%[25.5 µM] | i
- COc1cc(C2C3C(=O)N(c4ccccc4)C(=O)C3ON2c2ccccc2)ccc1O (centres undefined)
    i | 0.7%[25.5 µM] | i
- COC(=O)c1sc(NC(C)=O)c(C(=O)OC)c1C
    i | 1.5%[25.5 µM] | i
- Cc1ccccc1NC(=O)NCCc1nc2ccccc2[nH]1
    i | 1.3%[25.5 µM] | i
- Fc1cc(F)c(F)c(SCCc2ccncc2)c1F
    i | 4.0%[25.5 µM] | i
- Nc1c(C(=O)NCc2ccco2)sc2nc(N3CCOCC3)c3c(c12)CCCC3
    i | -14.4%[25.5 µM] | i
- COC(=O)c1ccccc1NC(=O)CSc1nnc(-c2ccncc2)o1
    i | 1.5%[25.5 µM] | i
- CC(=O)OC[C@H]1O[C@@H](n2ncc(=O)[nH]c2=O)[C@H](OC(C)=O)[C@@H]1OC(C)=O
    i | 0.3%[25.5 µM] | i
- CCCCCc1ccc(-c2ccc(=O)[nH]n2)cc1
    i | -2.0%[25.5 µM] | i
- COc1ccccc1Cn1c2nc3ccccc3nc2c2c(=O)n(CC(C)C)cnc21
    i | 1.9%[25.5 µM] | i
- CCC(NC(C)C)C(O)c1ccc(O)c(O)c1 (centres undefined)
    i | -0.5%[25.5 µM] | i
- CCN(CC)CCN1C(=O)C(=O)/C(=C(/O)c2ccc(C)cc2)C1c1cccnc1 (centres undefined)
    i | 0.9%[25.5 µM] | i
- CCCCc1nc(NCCN2CCOCC2)c(C#N)c2c1COC(C)(C)C2
    i | 0.3%[25.5 µM] | i
- Cc1cc2c(c(=O)o1)C(Cc1ccccc1)C(C#N)=C(N)O2 (centres undefined)
    i | -9.8%[25.5 µM] | i
- Cc1nnc(SCC(=O)N2CCC(C(N)=O)CC2)s1
    i | 0.9%[25.5 µM] | i
- CCOc1ccc(C2C(C(=O)c3ccc(C)o3)=C(O)C(=O)N2CCCN(CC)CC)cc1 (centres undefined)
    i | -0.3%[25.5 µM] | ?
- CCCCc1ccc(NC(=O)CSC2=C(C#N)C(c3ccco3)C3=C(CCCC3=O)N2)cc1 (centres undefined)
    i | -0.9%[25.5 µM] | i
- O=c1cc(O)nc2n1CCCS2
    i | 0.6%[25.5 µM] | i
- COc1ccc(Nc2cc(C)nc(-n3nc(C)cc3C)n2)cc1
    i | -2.7%[25.5 µM] | i
- COc1cccc(OC)c1-c1nn2c(-c3ccco3)nnc2s1
    i | 0.3%[25.5 µM] | i
- OCCNC1=NCCN1
    i | -0.2%[25.5 µM] | i
- CCOc1ccc(C2=Nn3c(nnc3-c3ccccc3OC)SC2)cc1
    i | -2.4%[25.5 µM] | i
- COc1cc(C2C(C#N)=C(N)Oc3cc(C)n(CCc4ccccc4)c(=O)c32)cc2c1OCO2 (centres undefined)
    i | 0.5%[25.5 µM] | i
- CCOC(=O)CCNc1n[nH]c(=O)[nH]c1=O
    i | 1.2%[25.5 µM] | i
- Cc1ccc(SCc2c(C#N)c3ccccc3n2C)cc1
    i | -0.7%[25.5 µM] | i
- Clc1ccc(-n2ncc3c(NCc4ccco4)ncnc32)cc1
    i | 3.98µM* | i
- C=C(C)CSc1nc(N)c2c3c(sc2n1)CCC3
    i | -16.0%[25.5 µM] | i
- CCN(CC)c1ncc(C)c(=O)[nH]1
    i | 3.3%[25.5 µM] | i
- Cn1cc(Cl)nc1C(O)c1ccccc1 (centres undefined)
    i | 3.3%[25.5 µM] | i
- CC1(C)Cc2c(c(N3CCOCC3)nc3sc(C#N)c(N)c23)CS1
    i | 1.3%[25.5 µM] | ?
- COc1ccc2c(c1OC)C(=O)N1c3ccccc3C(=O)N(c3ccccc3)C21 (centres undefined)
    i | -0.1%[25.5 µM] | i
- CCSc1nnc(NC(=O)C(C)(C(F)(F)F)C(F)(F)F)s1
    i | -0.5%[25.5 µM] | i
- CCCc1cc(C(=O)Cc2ccc(F)cc2)c(O)cc1O
    i | 0.4%[25.5 µM] | i
- CO[C@@]1(NC(=O)CSCC#N)C(=O)N2C(C(=O)O)=C(CSc3nnnn3C)CS[C@@H]21
    i | -0.6%[25.5 µM] | i
- O=C1c2ccccc2-c2onc3ccc(NCc4ccco4)c1c23
    1.99e-08M* | -23.4%[25.5 µM] | 1.78e-08M*
- O=c1[nH]c(CN2CCCCC2)nc2c1C1(CCCCC1)Cc1ccccc1-2
    i | 1.9%[25.5 µM] | i
- CN1c2ccccc2N(C)C1c1c(O)ccc2ccccc12
    i | 2.8%[25.5 µM] | i
- CCCCCCCC(=O)OCC(=O)[C@@]1(O)CC[C@H]2[C@@H]3CCC4=CC(=O)CC[C@]4(C)[C@H]3[C@@H](O)C[C@@]21C
    i | 0.8%[25.5 µM] | i
- COc1ccccc1-c1nn2c(-c3ccco3)nnc2s1
    i | -25.9%[25.5 µM] | i
- CCN1CCc2c(C#N)c(N3CCCCC3)nc(N3CCOCC3)c2C1
    i | 0.0%[25.5 µM] | i
- CN(CC(O)COc1ccc(OCC(O)CN(C)C2CCCCC2)cc1)C1CCCCC1 (centres undefined)
    i | 3.8%[25.5 µM] | i
- CN1CCN(Cc2c(O)c(Cl)cc3c(-c4ccccc4)cc(=O)oc23)CC1
    i | -0.3%[25.5 µM] | i
- Cc1ccc2cc(CN(C(=O)c3ccco3)c3ccccc3)c(=O)[nH]c2c1
    i | -0.8%[25.5 µM] | i
- COn1c(=S)[nH]c2ccccc2c1=O
    i | 0.7%[25.5 µM] | i
- C=CCn1c(SCC(=O)NC23CC4CC(CC(C4)C2)C3)nc(O)cc1=O
    i | 2.0%[25.5 µM] | ?
- CCCC1Cc2c(sc3nc(SC)nc(N)c23)CO1 (centres undefined)
    i | 1.7%[25.5 µM] | i
- CCc1cccc(C)c1N(C(=O)Cn1c(=O)[nH]c2ccccc21)C(C)COC (centres undefined)
    i | 0.1%[25.5 µM] | i
- CCOc1ccc(N=C2C(=O)N(CN3CCOCC3)c3ccccc32)cc1
    i | -2.5%[25.5 µM] | i
- CC(=O)Nc1n[nH]c(S(=O)(=O)Cc2ccc(Cl)cc2Cl)n1
    i | -1.8%[25.5 µM] | i
- CCOc1ccccc1N1CCN(c2nc3ccccc3nc2C(C#N)C(=O)OC(C)C)CC1 (centres undefined)
    i | 0.9%[25.5 µM] | i
- COC(=O)CSc1nc(-c2cccs2)ccc1C#N
    i | -9.3%[25.5 µM] | i
- C/C(NC(=O)c1ccccc1F)=C1\C(=O)C[C@@H]2[C@H]1C2(C)C
    i | -4.3%[25.5 µM] | i
- Cc1ccc(S(=O)(=O)NC(=O)Nc2ncc3c(n2)CC(c2ccco2)CC3=O)cc1 (centres undefined)
    i | 0.9%[25.5 µM] | i
- O=C(Nc1ncn[nH]1)c1c(Cl)ccc(Cl)c1Cl
    i | 1.2%[25.5 µM] | i
- COc1ccc(-c2onc(C)c2-c2ccccc2)c(O)c1
    i | 0.4%[25.5 µM] | i
- COC(=O)c1ccc(C2/C(=C(/O)c3ccc(OC)cc3)C(=O)C(=O)N2Cc2ccco2)cc1 (centres undefined)
    i | 0.8%[25.5 µM] | i
- CC(C)Cc1nc(NCCN2CCOCC2)c(C#N)c2c1COC(C)(C)C2
    i | 1.7%[25.5 µM] | i
- CCN(CC)C(=O)CSC1=C(C#N)C(c2ccco2)C(C(=O)OCCOC)=C(C)N1 (centres undefined)
    i | 1.2%[25.5 µM] | i

# Single records, from the list above. Values in the order: Rhodamine autofl | Luciferase inh | TexasRed autofl
# O=C1c2ccccc2-c2onc3ccc(NCc4ccco4)c1c23 is listed with 1.99e-08M* | -23.4%[25.5 µM] | 1.78e-08M*
# C=C(C)CSc1nc(N)c2c3c(sc2n1)CCC3 is listed with i | -16.0%[25.5 µM] | i
# COc1ccccc1-c1nn2c(-c3ccco3)nnc2s1 is listed with i | -25.9%[25.5 µM] | i
# CN(CC(O)COc1ccc(OCC(O)CN(C)C2CCCCC2)cc1)C1CCCCC1 (centres undefined) is listed with i | 3.8%[25.5 µM] | i
